# Screening results as filed in PubChem BioAssay.
# PvdQ acylase – blocks Pseudomonas aeruginosa PvdQ acylase activity | inhibition, % at 10 µM | purified PvdQ acylase, fluorescence plate reader | 340,000 tested, 0.063% active; in the data active = inhibition above about 30%, passing the limit was not always enough; inconclusive = no clear call, values can overlap the other calls;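 also: 0% = vehicle neutral wells and 100% = reference inhibitor wells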
# Rtt109 HAT inh – C. albicans Rtt109 histone acetyltransferase inhibition. Q5AAJ8. purified Rtt109/Vps75, ThioGlo CoA-SH fluorescence, 4 h. inhibition, % at 34.9 µM. 330,000 tested, 0.16% active. AID 540336;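 active = inhibition of at least 50% in every replicate; inconclusive = best replicate reaches 50% inhibition but some replicates fall short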
# CAL PDZ FP-1 – inhibitors of human CAL PDZ peptide binding | Q9HD26 | purified CAL PDZ, TMR-peptide fluorescence polarization, 1 h | inhibition, % at 24.9 µM | 300,000 tested, 0.92% active | AID 602252;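 active = mean inhibition of at least 30% with at least half of replicates also reaching 30%; inconclusive = no clear call, values can overlap the other calls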;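 also: 0% = DMSO neutral control and 100% = excess unlabeled competitor peptide PRC23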
# CAL PDZ FP-2 – human CAL PDZ-peptide interaction inhibition. Q9HD26. purified CAL PDZ, TMR-peptide fluorescence polarization, 1 h. inhibition, % at 20 µM. 330,000 tested, 0.02% active. AID 504414;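 active = highest replicate inhibition of at least 40%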;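 also: plate controls were DMSO neutral control wells for no effect and unlabeled competitor peptide control wells for full effect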
#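 Control set: unlabelled peptide and DMSO controls / Material: purified CerCALP PDZ construct / Timing: 1 h incubation at room temperature before polarization reading / Doses: 20 µM, one dose / Detection: fluorescence polarization (mP)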
# MITF TRPM1 HTS – increases MITF-driven TRPM1 promoter luciferase signal; AID 588334; SK-MEL-5 TRPM1-promoter luciferase, 24 h; % of positive control, neutral wells = 0; activation, % at 12.5 µM; 300,000 tested, 0.75% active;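 active = mean activation of at least 80% with every replicate also reaching 80%; inconclusive = mean reaches 80% but some replicate falls short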;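 also: 0% = neutral control wells and 100% = parthenolide positive control wells; values of inactives mirror those of a sister screen read the other way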
# PfHsp90 set2 – reduces growth (ATP signal) of yeast expressing P. falciparum Hsp90 | S. cerevisiae expressing PfHsp90, BacTiter-Glo ATP, 48 h; yeast lacking PDR1 and PDR3 efflux regulators | AID 504621 | 310,000 tested, 0.32% active | inhibition, % at 9.4 µM;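 active = every replicate shows inhibition above about 80%, whatever the replicate mean, limit read from the data; inconclusive = mean inhibition reaches the set limit but some replicate falls short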;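 also: 0% = DMSO neutral controls and 100% = 20 µM radicicol positive controls; yeast relying on Plasmodium falciparum Hsp90 in place of its own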
# SR-BI uptake up – SR-BI HDL lipid transfer activation; activation, % at 12.5 µM; 320,000 tested, 0.096% active; CHO ldlA[mSR-BI] cells, DiI-HDL uptake fluorescence, 3 h; 100 = double the neutral-control signal;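 active = mean replicate activation of at least 60% and every replicate at or above 60%; inconclusive = mean or all-replicate condition met, but not both; inactive = mean below 60% and not all replicates reaching 60%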;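 also: 0% = median plate neutral-control signal and 100% = twice that signal; values of inactives mirror those of a sister screen read the other way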
#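 Assay system: LDL receptor-deficient CHO ldlA cells overexpressing murine SR-BI / Medium: BSA-supplemented, HEPES-buffered Ham's F12, pH 7.4 / Probe or stimulus: DiI-labelled HDL at 10 µg/mL final / Timing: compound with DiI-HDL co-incubation, 3 h at 37 °C / Technique: bottom-read cell fluorescence after medium removal, ex 550/em 595 nm / Measure: HDL uptake via cellular fluorescence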
# dFosB act – activators of mouse delta FosB homodimer; P13346; purified delta FosB, TAMRA-CDK5 oligo fluorescence polarization; percent of positive-control signal above neutral wells; activation, % at 25 µM; 340,000 tested, 0.99% active;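 active = mean activation above about 17%, with every replicate also reaching it, limit read from the data, passing the limit was not always enough; inconclusive = only one of the two conditions met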;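 also: fluorescence polarization rise as delta FosB binds a TAMRA Cdk5 AP-1 oligo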
# SR-BI HDL uptake – mouse SR-BI HDL lipid transfer inhibition. Q61009. ldlA[mSR-BI] CHO cells, DiI-HDL uptake fluorescence, 3 h. inhibition, % at 12.5 µM. 320,000 tested, 0.96% active. AID 488896;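 active = mean replicate inhibition of at least 70% and a set share of replicates each scoring 70 or more; inconclusive = meets just one of the two criteria; inactive = fails both criteria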;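 also: 0% = median of neutral control wells and 100% = median of positive control wells; values of inactives mirror those of a sister screen read the other way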
# NSD2 HMT inh – blocks human histone methyltransferase NSD2 | NSD2 peptide methylation, AlphaScreen, 120 min | inhibition, % at 12.5 µM | 310,000 tested, 0.54% active; in the data active = inhibition above about 50%
# Target sequence (O96028 whole entry, looked up): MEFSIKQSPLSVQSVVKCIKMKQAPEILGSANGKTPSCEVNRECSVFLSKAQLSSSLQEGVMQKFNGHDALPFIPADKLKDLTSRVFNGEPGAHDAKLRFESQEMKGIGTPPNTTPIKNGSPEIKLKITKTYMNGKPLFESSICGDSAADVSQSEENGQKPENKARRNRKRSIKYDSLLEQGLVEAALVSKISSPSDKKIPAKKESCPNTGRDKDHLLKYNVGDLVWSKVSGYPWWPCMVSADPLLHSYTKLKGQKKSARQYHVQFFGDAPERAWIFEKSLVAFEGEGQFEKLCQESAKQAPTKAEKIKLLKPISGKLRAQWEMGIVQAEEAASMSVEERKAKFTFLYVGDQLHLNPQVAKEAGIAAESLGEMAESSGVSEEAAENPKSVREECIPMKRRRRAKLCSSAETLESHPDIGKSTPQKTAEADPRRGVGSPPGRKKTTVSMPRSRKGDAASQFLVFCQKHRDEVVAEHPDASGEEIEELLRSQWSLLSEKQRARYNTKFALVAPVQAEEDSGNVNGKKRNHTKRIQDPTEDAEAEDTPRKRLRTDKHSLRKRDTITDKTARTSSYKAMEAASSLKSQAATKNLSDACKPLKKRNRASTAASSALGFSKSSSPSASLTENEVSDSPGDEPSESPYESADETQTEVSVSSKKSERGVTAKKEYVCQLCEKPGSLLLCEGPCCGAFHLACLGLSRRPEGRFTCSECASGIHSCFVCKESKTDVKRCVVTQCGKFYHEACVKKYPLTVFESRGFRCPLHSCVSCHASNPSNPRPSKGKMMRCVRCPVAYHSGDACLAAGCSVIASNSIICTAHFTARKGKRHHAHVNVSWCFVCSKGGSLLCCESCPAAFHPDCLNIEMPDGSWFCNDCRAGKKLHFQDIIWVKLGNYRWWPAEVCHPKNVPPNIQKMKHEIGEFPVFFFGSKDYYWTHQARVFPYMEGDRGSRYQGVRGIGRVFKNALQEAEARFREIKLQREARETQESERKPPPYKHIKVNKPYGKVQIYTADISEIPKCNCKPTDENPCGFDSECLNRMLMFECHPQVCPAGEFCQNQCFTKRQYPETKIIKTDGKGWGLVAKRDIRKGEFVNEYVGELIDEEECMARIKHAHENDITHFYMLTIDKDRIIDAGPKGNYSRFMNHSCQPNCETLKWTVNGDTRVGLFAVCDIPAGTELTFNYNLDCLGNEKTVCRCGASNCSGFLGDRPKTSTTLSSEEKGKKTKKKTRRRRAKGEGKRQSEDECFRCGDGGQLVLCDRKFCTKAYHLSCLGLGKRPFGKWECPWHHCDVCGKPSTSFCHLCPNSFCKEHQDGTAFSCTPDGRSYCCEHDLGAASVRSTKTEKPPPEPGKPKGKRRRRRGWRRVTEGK
# Starred values were filed as active, the others as inactive; ? = inconclusive; · = no result given; & = joins results of further samples.
# Every second line gives: SR-BI uptake up	dFosB act	NSD2 HMT inh	Rtt109 HAT inh	MITF TRPM1 HTS	CAL PDZ FP-2	PvdQ acylase	CAL PDZ FP-1	SR-BI HDL uptake	PfHsp90 set2
> CCOC(=O)C(O)(c1ccc(NC(=O)Oc2ccccc2)cc1)C(F)(F)F (centres undefined)
    -9	-6	·	-4	-4	-1.4	-4	-3	9	-1
> COc1ccccc1OCC#CCN1CCCC1
    4	2	3	10	-2	-0.7	-6	·	-4	11
> NC(Cc1nc2ccccc2[nH]1)c1ccc(Cl)cc1 (centres undefined)
    0	-10	-2	-2	·	-1.5	-19	-3	0	-9
> Cc1cc(C)c2c(c1)NP(=S)(c1ccccc1)N2 (centres undefined)
    -6	-9	1	4	5	-0.1	-10	·	6	·
> CCC(=NCC1CCCO1)c1c(O)[nH]c(=O)[nH]c1=O (centres undefined)
    11	-2	0	-5	3	-0.9	-11	-2	-11	13
> Cc1c(Oc2cc(NN3CCCCC3)c([N+](=O)[O-])cc2[N+](=O)[O-])cccc1[N+](=O)[O-]
    1	-9	·	-7	16	-0.3	-11	-2	-1	5
> Cc1cccc(N2CCN(Cc3ccc4c(c3)OCO4)CC2)c1C
    ·	1	-3	7	-5	4.4	-8	-2	·	-13
> O=C(c1ccccc1F)N1C[C@H]2C[C@@H](C1)c1cccc(=O)n1C2
    11	1	·	0	·	-0.3	-10	1	-11	-8
> COC(=O)C1=C(c2ccc(-c3ccccc3)c(F)c2)C[C@@H]2CC[C@H]1N2C(=O)NCc1ccc(F)cc1
    -1	6	·	7	10	0.0	3	-2	1	1
> CCOC(=O)C1=C(C)OC(N)=C(C(=O)OCC)[C@@]12C(=O)N(CC(N)=O)c1ccccc12
    -4	-8	1	-6	-6	-2.1	3&-8	12	4	10
> O=c1c2ccccc2nc(/C=C/c2ccccc2O)n1-c1ccccc1O
    -31	-1	3	-5	-15	-3.1	2	-4	31	-5
> CC1(C)CC(=O)c2cc(OCC(=O)N3CCN(Cc4ccccc4)CC3)ccc2O1
    11	-2	-2	-14	-8	-1.7	-9	-3	-11	-14
> CCCNC(=O)N1[C@H]2CC[C@@H]1C(C(=O)OC)=C(c1c(C)noc1C)C2
    5	4	·	1	10	0.5	-11	-2	-5	-18
> Cc1ccc2c(c1)C1CN(C)CCC1N2C(=O)c1cccnc1Cl (centres undefined)
    ·	-8	9	-9	-6	-2.1	-15	3	·	0
> CCCCn1c(O)c(C(C)=Nc2ccc(C(=O)O)cc2)c(=O)[nH]c1=O
    3	-4	-3	·	2	-1.0	6	0	-3	-28

# Continued, overlapping the part above by two compounds.
# Every second line gives: SR-BI uptake up	dFosB act	NSD2 HMT inh	Rtt109 HAT inh	MITF TRPM1 HTS	CAL PDZ FP-2	PvdQ acylase	CAL PDZ FP-1	SR-BI HDL uptake	PfHsp90 set2
> Cc1ccc2c(c1)C1CN(C)CCC1N2C(=O)c1cccnc1Cl (centres undefined)
    ·	-8	9	-9	-6	-2.1	-15	3	·	0
> CCCCn1c(O)c(C(C)=Nc2ccc(C(=O)O)cc2)c(=O)[nH]c1=O
    3	-4	-3	·	2	-1.0	6	0	-3	-28
> C[C@]12CC[C@H](OC(=O)CCC(=O)O)CC1=CCC1C2CC[C@@]2(C)C1CC[C@@H]2OC(=O)CCC(=O)O (some centres undefined)
    23	5	21	-11	0	-0.2	9	-8	-23	-13
> CCCOC(=O)c1c(N)n(Cc2cccs2)c2nc3ccccc3nc12
    7	7	24	-16	·	-1.0	-13	-5	-7	-1
> CC(C)(C)C(=O)OC[N+](C)(C)CCOC(=O)C(O)(c1ccccc1)C1CCCC1 (centres undefined)
    6	-12	2	-1	-7	-1.8	2	-2	-6	-16
> CC(=O)c1ccc(OC(C)C)c(Cc2c(O)[nH]c(=S)[nH]c2=O)c1
    -2	3	7	3	-2	-17	-12	0	2	-41
> C/C(=N\Nc1ccccc1)c1c(O)n(Cc2ccccc2)c(=O)[nH]c1=O
    0	1	1	3	-2	0.0	0	-2	0	-4
> O=c1[nH]c(=O)n(-c2ccc(F)cc2)c(O)c1C=NCCN1CCCCC1
    10	-2	-2	-1	·	-0.6	4	-4	-10	9
> Cc1cc(OCC(=O)N[C@H](C(=O)O)c2ccccc2)c2c3c(c(=O)oc2c1)CCC3
    -8	-14	·	-9	11	0.7	-1	1	8	7
> O=c1cc(CN2CCNCC2)nc2sccn12
    0	-3	-3	0	8	0.7	-10	-3	0	1
> CCCCc1nc(N2CCNCC2)c(C#N)c2c1CSC(C)(C)C2
    0	-6	·	-7	·	0.5	-15	-3	0	·
> Cc1ccc(O)c(C(=O)c2cc(C(=O)NCCC(C)C)c(=O)n(CCC(C)C)c2)c1
    -48	-6	-4	-10	-12	0.7	8	0	48	4
> COc1cc(CNCCc2c[nH]c3ccccc23)cc(OC)c1
    13	6	13	3	3	-2.0	9	-4	-13	17
> O=C(CN1CC=C(c2ccccc2)CC1)Nc1cc(Cl)ccc1Cl
    24	-7	0	1	-11	-1.4	-17	3	-24	19
> O=C(Nc1ccc(F)c([N+](=O)[O-])c1)N1C[C@H]2C[C@@H](C1)c1cccc(=O)n1C2
    17	-4	-3	-1	-2	-1.3	5	4	-17	2
> C[C@]12CCC(=O)C=C1CCC1C2CC[C@@]2(C)C1CC[C@@]2(O)CC#N (some centres undefined)
    5	-12	-1	-4	3	-1.9	-9	-2	-5	17
> OC(CN1CCOCC1)c1csc2ccccc12 (centres undefined)
    -7	1	-1	-2	5	0.2	-15	-3	7	0
> COc1ccc(C2SCC(=O)Nc3c2c(=O)[nH]n3C2CCCCC2)cc1 (centres undefined)
    5	2	-2	-6	·	-1.4	0	-2	-5	-5
> C=Cn1ccnc1P(=S)(c1ccccc1)c1nccn1C=C
    8	-5	-2	0	8	-2.8	-9	-3	-8	-23
> Cc1ccc(S(=O)(=O)NCCC(=O)Nc2ccc(Cl)cc2C(=O)c2ccccc2)cc1
    -17	-2	2	5	-5	-0.9	-18	-3	17	-19
> Oc1ccccc1-[n+]1c(-c2ccccc2)cc(-c2ccccc2)c(O)c1-c1ccccc1
    -30	-17	·	0	28	0.4	-16	-4	30	-8
> COc1ccc(Oc2c(C)oc3cc(OC(=O)N(C)C)ccc3c2=O)cc1
    -20	-2	-1	-4	-2	-0.5	-6	-6	20	-8
> O=c1[nH]c(=O)n(CCc2ccccc2)c(O)c1C=NCCN1CCNCC1
    5	-8	1	4	6	0.3	-14	-1	-5	7
> c1ccc(CCNCc2cccnc2)cc1
    29	7	5	-1	·	-0.2	-1	-2	-29	6
> O=C(O)c1c[nH]c2ccc(S(=O)(=O)N(CCCl)CCCl)cc12
    3	1	1	·	·	-3.2	-10	-2	-3	·
> Cc1c(C(=O)c2cccc3ccccc23)c2cccc3c2n1[C@H](CN1CCOCC1)CO3
    -42	-8	·	5	-57	-1.7	-9	-2	42	-22
> O=C1/C(=C\c2ccccc2)C2OCC=C3CN4CCC56c7ccccc7N1C5C2C3CC46 (centres undefined)
    23	-10	3	2	-4	0.1	-13	-3	-23	3
> O=[N+]([O-])c1cc([As](=O)(O)c2ccc(O)c([N+](=O)[O-])c2)ccc1O
    7	-1	-1	1	5	1.2	-9	-4	-7	-6
> COc1ccc2c(c1)C1(C(=O)O)CC=CCC1(C(=O)O)C2 (centres undefined)
    15	-7	0	-3	-2	-1.3	-10	-10	-15	-18
> C=CCN1CC[C@]23c4c5ccc(O)c4O[C@H]2/C(=N/NC(=O)c2ccccc2)CC[C@@]3(O)[C@H]1C5
    13	-7	·	6	1	-1.2	-11	-1	-13	-15
> CCN1C(=O)C(=Cc2c(C)n(CC(=O)NCC3CCCO3)c3ccccc23)C(=O)N(CC)C1=S (centres undefined)
    15	-8	43	-23	-12	-1.2	-12	-1	-15	7
> Cc1ccccc1C1=NCC(=O)N(CC(=O)NCc2ccco2)c2sc3c(c21)CCCC3
    -68	-9	6	3	-4	-1.3	-4	-2	68	-14
> COC(=O)C1=C(c2ccccc2)C[C@@H]2CC[C@H]1N2C(=O)NCc1ccccc1
    17	3	·	2	4	-1.9	-5	10	-17	-16
> CCOP(=O)(Cc1ccc(C(=O)CC)o1)OCC
    12	-4	0	0	-8	0.0	-14	·	-12	-3
> C[C@@H]1O[C@@H](O[C@@H]2C=C3CC[C@@H]4C(CC[C@]5(C)[C@@H](c6ccc(=O)oc6)CC[C@]45O)[C@@]3(C)CC2)[C@H](O)[C@H](O)[C@H]1O (some centres undefined)
    4	-4	·	2	-82	-0.9	-7	-2	-4	0
> COc1ccc(-c2ccc(OC)c(OC)c2OC)cc1
    -29	0	·	-2	-7	-0.8	1	-5	29	-6
> Cc1oc(-c2cccs2)nc1CSCC(=O)N1CCC2(CC1)OCCO2
    1	2	-1	5	·	-1.6	-6	3	-1	·
> COc1cc2c(cc1OC)CC[N+](C)=C2
    23	-2	·	-117	3	0.6	18	-2	-23	2
> CCN1CCN(c2ccc([N+](=O)[O-])cc2C=C2C(=O)NC(=O)NC2=O)CC1
    1	-1	7	16	11	-0.8	-3	2	-1	9
> O=NN1CCCCC1
    -6	3	·	-14	13	0.0	-8	-4	6	-8
> CCC1(CC)C(=O)C=CNC1=O
    9	-3	·	-33	4	0.1	-10	-1	-9	4
> CN1CCN(c2ccc3nccnc3c2)CC1
    -6	2	-3	-1	9	-1.2	-1	-5	6	35
> N[C@@H](Cc1c[nH]c2ccccc12)c1nnc(SCc2ccc(Cl)cc2)o1
    9	-1	8	?	·	-1.5	3	-3	-9	·
> CCCCCSc1cc(OC)c(CCNC)cc1OC
    2	3	61*	14	-3	0.7	-12	14	-2	31
> Brc1ccc2[nH]cc(C=NN3CCCCCC3)c2c1
    -33	-18	0	-16	4	-0.9	-7	-5	33	-8
> CC1OC(C[N+](C)(C)C)CC1O (centres undefined)
    17	4	·	-8	-10	-0.5	-12	-3	-17	-11
> O=C1NC(=O)C(Cc2cccs2)C(=O)N1
    10	-4	2	8	·	-2.8	-12	-8	-10	·
> Cc1ccc2cccc(OC(=O)N(C)c3ccccc3)c2n1
    1	4	-4	-9	-4	·	-13	-6	-1	-8
> COc1cc(O)c(C(=O)O)c(-c2cc(O)c(O)cc2C)c1
    23	-9	·	8	4	0.6	-5	5	-23	12
> Brc1ccc(Oc2ccc(Br)cc2Br)c(Br)c1
    -29	-2	·	-8	45	0.9	-19	28	29	-25

# The list is partial (hit frequency here may not be typical).
